Apaf-1 inh – inhibitors of human Apaf-1 apoptosome, primary screen, biochemical, DEVD-Rh110 fluorescence, uHTS. reconstituted apoptosome caspase-3 activity. Apoptotic protease-activating factor 1 (Homo sapiens), O14727. AID 489030, 2010. inhibition, % at 20 µM. 330,000 tested, 0.71% active; active = inhibition of at least 40% at 20 µM;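 also: plate controls were DMSO wells for no effect and DEVD-CHO caspase inhibitor wells for full effect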
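Assay system: Apoptosome proteins | Medium: pH 7.5 Hepes buffer with CHAPS, BSA, DTT | Also added: Cytochrome c and DEVD-Rh110 substrate | Times: 30 min plus 50 min, RT | Detection: Rhodamine 110 fluorescence at Ex 480/Em 540 nm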
SENP7 block – SENP7 protease inhibitors, primary screen, biochemical, luminescence, uHTS; Sentrin-specific protease 7 (Homo sapiens), Q9BQF6; recombinant SENP7, Z-RLRGG-aminoluciferin luminescence, 40 min; inhibition, % at 5 µM; 330,000 tested, 1.5% active; AID 434973, 2010;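 active = inhibition above about 50% at the single test dose, limit read from the data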;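 also: plate controls were DMSO with enzyme for no effect and no enzyme buffer wells for full effect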
Target sequence (Q9BQF6 706-1050 limits assumed): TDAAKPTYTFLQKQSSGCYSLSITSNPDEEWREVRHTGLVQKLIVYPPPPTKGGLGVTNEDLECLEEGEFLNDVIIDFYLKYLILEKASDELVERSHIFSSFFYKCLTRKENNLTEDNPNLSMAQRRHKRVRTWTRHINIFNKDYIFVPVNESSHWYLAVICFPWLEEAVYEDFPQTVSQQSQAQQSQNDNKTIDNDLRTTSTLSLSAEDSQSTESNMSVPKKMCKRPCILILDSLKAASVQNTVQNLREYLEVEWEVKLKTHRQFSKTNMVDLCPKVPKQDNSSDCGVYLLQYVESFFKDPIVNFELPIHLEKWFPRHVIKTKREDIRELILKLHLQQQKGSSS
HKDC1 inhibitor – HKDC1 hexokinase inhibitors, primary screen, biochemical, fluorescence, uHTS; inhibition, % at 20 µM; recombinant HKDC1, G6PDH/diaphorase resazurin coupled fluorescence; 340,000 tested, 0.16% active; AID 493160, 2011;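 active = inhibition above about 35% when tested at 20 µM, limit read from the data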;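 also: plate controls were DMSO wells with enzyme for no effect and DMSO wells lacking enzyme for full effect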
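Assay system: recombinant HKDC1 hexokinase; detection: coupled resazurin fluorescence, excitation 525 nm, emission 613 nm; benchmarks: DMSO-plus-enzyme-mix negative control, buffer-substituted positive control; compound dosing: single 20 µM dose; schedule: 90 min at room temperature in dark; also added: glucose plus 1 mM ATP as hexokinase substrates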
SENP6 inh – SENP6 protease inhibitors, primary screen, biochemical, luminescence, uHTS. 330,000 tested, 1.8% active. inhibition, % at 10 µM. Recombinant SENP6 catalytic domain, aminoluciferin luminescence. Sentrin-specific protease 6 (Homo sapiens), Q9GZR1;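 active = inhibition above about 50% at the single tested dose, limit read from the data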;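 also: plate controls were DMSO wells with enzyme for no effect and DMSO wells lacking enzyme for full effect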
Target sequence (Q9GZR1 628-1112 limits assumed): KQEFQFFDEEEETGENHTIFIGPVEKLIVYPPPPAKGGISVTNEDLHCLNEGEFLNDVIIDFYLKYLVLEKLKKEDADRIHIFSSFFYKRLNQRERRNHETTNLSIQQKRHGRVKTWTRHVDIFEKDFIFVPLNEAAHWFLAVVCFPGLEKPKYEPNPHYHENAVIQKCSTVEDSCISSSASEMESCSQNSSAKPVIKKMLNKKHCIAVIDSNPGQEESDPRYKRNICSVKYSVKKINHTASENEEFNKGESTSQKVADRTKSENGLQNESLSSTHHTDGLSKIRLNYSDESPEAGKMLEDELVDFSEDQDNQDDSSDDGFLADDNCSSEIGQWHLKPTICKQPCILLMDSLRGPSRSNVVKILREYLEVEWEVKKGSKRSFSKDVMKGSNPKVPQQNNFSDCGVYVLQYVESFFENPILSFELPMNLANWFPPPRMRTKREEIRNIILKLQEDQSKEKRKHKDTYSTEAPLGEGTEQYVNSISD
SENP8 block-1 – human SENP8 protease inhibitors, primary screen, biochemical, fluorescence, Nedd8 protein substrate, uHTS. recombinant SENP8. inhibition, % at 20 µM. 360,000 tested, 0.64% active. AID 602440, 2012; in the data active = inhibition mostly above about 40%, no sharp cut-off; inactive = mostly below about 27%
Target sequence (Q96LD8 whole entry, looked up): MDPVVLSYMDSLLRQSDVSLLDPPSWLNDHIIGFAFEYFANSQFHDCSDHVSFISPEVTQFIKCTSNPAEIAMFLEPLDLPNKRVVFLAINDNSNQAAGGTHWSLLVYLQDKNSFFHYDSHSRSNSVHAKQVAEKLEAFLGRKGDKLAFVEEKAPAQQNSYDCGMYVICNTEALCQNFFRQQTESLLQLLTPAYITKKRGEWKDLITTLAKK
SENP1 FRET inh – human SENP1 catalytic domain inhibitors, primary screen, biochemical, FRET, uHTS. AID 624204, 2012. inhibition, % at 10 µM. recombinant SENP1 catalytic domain, CyPet-SUMO1-YPet FRET cleavage. Sentrin-specific protease 1 (Homo sapiens), Q9P0U3. 360,000 tested, 0.21% active;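 active = inhibition at least 30% at 10 µM, raw YFP signal under a set limit, fluorescence ratio 0.5 to 1.5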;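 also: 0% = enzyme with DMSO and 100% = no enzyme wells; some results filed as inactive read as strong as hits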
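System: Recombinant human SENP1 catalytic domain, His6-tagged | Incubation: Enzyme reaction for 50 min at room temperature, dark | Medium: Tris pH 8 with BME, BSA, NP40 and catalase | Also added: 25 nM SUMO1 FRET substrate | Compound: 10 µM single point, 0.5% DMSO | Measured by: FRET fluorescence in CFP and YFP emission channels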
PfGluPho inh – PfG6PD enzyme inhibitors, primary screen, biochemical, fluorescence intensity, uHTS | glucose-6-phosphate dehydrogenase-6-phosphogluconolactonase (Plasmodium falciparum 3D7) | PfGluPho enzyme, NADPH resazurin-diaphorase fluorescence | inhibition, % at 20 µM | 350,000 tested, 0.78% active | AID 504690, 2011;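 active = inhibition reaching at least a set limit at 20 µM in the primary screen, cut at about 59% in these data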;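 also: 0% = DMSO wells with substrate and 100% = DMSO wells lacking glucose-6-phosphate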
SENP8 block-2 – SENP8 protease inhibitors, primary screen, biochemical, luminescence; 330,000 tested, 1.2% active; purified SENP8, Z-RLRGG-aminoluciferin cleavage; AID 2540, 2010; inhibition, % at 10 µM; in the data active = inhibition above about 50%
Starred values were filed as active, the others as inactive; nt = no result given. Rows were taken by chance; about 3.6% have a hit in one of these screens.

SMILES	Apaf-1 inh	SENP7 block	HKDC1 inhibitor	SENP6 inh	SENP8 block-1	SENP1 FRET inh	PfGluPho inh	SENP8 block-2
Cc1c(Cl)cccc1NC(=O)CCNC(=O)N1CC(=O)Nc2ccccc21	3	-14	-2	-7	10	-1	14	0
O=C(CCCN1C(=O)/C(=C/c2ccccc2Cl)SC1=S)NNC(=O)c1ccccc1	13	-5	8	-36	10	6	-7	-7
NC(=O)N/N=C/c1ccc(-n2nncc2-c2ccc(Cl)cc2)cc1	25	1	-1	-2	11	0	77*	-1
O=C1CCCc2nc(N3CCN(c4ccccc4)CC3)ncc21	7	-5	4	4	8	-1	-13	1
Cn1c(=O)c2c(nc(CN3CCN(Cc4ccccc4)CC3)n2Cc2cccc(Cl)c2)n(C)c1=O	23	3	1	-16	1	-1	18	-5
O=c1ccc2ccc(Oc3ccc(Cl)cc3[N+](=O)[O-])cc2o1	-2	4	11	10	-12	1	-5	-7
CCCS(=O)(=O)c1nc(S(=O)(=O)c2ccc(C)cc2)c(NCc2ccc3c(c2)OCO3)s1	7	4	-10	-4	5	-42	5	-2
CC(C)(C)NC(=O)C(c1ccc(O)cc1)N(C(=O)CCC(=O)Nc1ccccn1)c1ccc(F)cc1 (stereo not drawn)	-2	0	-7	-6	6	0	-11	0
COc1ccc(-c2cc(=O)oc3c(C)c(OC(C)C(=O)Nc4ccc(CN5CCOCC5)cc4)ccc23)cc1 (stereo not drawn)	20	-2	7	-1	-61	-1	9	-10
O=C(NC(=O)c1ccccc1)OCCN1C(=O)c2ccccc2C1=O	-20	-4	-3	-16	8	1	6	-3
CC(C)(C)c1ccccc1OCC(=O)NCc1ccccc1	10	15	6	10	7	1	2	-5
Nc1nc2ccccc2n1CCOc1ccccc1Cl	-11	1	-4	-2	20	-1	29	2
O=C(CNCCO)Nc1ccc(F)c(Cl)c1	-7	1	-1	3	13	1	1	1
COc1cc(/C=N\NC(=O)c2ccc(-c3ccccc3)cc2)cc(OC)c1O	5	-8	2	-3	-103	2	36	3
CCCCn1c(SCC(=O)N2CCC(C)CC2)nc2cc(S(N)(=O)=O)ccc21	4	-9	-7	6	-7	1	55	-2
Cc1oc(/C=N/NS(=O)(=O)c2ccccc2)cc1Br	7	5	-5	5	13	4	-19	-1
COc1ccc(NC(=O)CSc2nc3[nH]c(=O)cc(O)c3s2)cc1OC	-13	-11	-3	15	0	-4	1	6
Cc1cc(C)cc(N(CCC#N)C(=O)COC(=O)c2nc3nc(C)cc(C)n3n2)c1	1	7	-4	-11	13	2	-18	-1
Nc1nonc1-n1nnc(C(=O)N/N=C/c2cccnc2)c1CSc1ccccc1	6	-11	-1	-5	18	3	2	-5
Cc1ccc(S(=O)(=O)N2CCCCC2)cc1NC(=O)c1cccs1	-2	3	1	-2	9	-2	-4	10
CC1COC(C)(CC(=O)NN2C(=O)c3ccccc3C2=O)O1 (stereo not drawn)	-2	5	-6	-3	2	1	-7	0
O=C(c1nc2ccccn2c1CN1CCCC(OCc2ccccc2)C1)N1CCCC1 (stereo not drawn)	-3	2	-10	-5	8	-7	6	0
O=S(=O)(Oc1ccccc1-c1ccccc1)c1ccccc1	nt	nt	1	nt	11	2	39	nt
CCOc1ccc(C(=O)NCC(=O)OC(C)C(=O)NCc2ccco2)cc1OCC (stereo not drawn)	11	6	-2	-20	2	-1	13	-4
COC(=O)c1sc(NC(=O)CSc2nnnn2-c2ccc(C)cc2C)nc1C	13	-5	-6	1	21	1	-41	-12

An excerpt from above in order of their number in PfGluPho inh, smallest number first:
smiles	SENP7 block	HKDC1 inhibitor	SENP6 inh	SENP8 block-1	SENP1 FRET inh	PfGluPho inh	SENP8 block-2
CC1COC(C)(CC(=O)NN2C(=O)c3ccccc3C2=O)O1 (stereo not drawn)	5	-6	-3	2	1	-7	0
CCCS(=O)(=O)c1nc(S(=O)(=O)c2ccc(C)cc2)c(NCc2ccc3c(c2)OCO3)s1	4	-10	-4	5	-42	5	-2
COc1ccc(-c2cc(=O)oc3c(C)c(OC(C)C(=O)Nc4ccc(CN5CCOCC5)cc4)ccc23)cc1 (stereo not drawn)	-2	7	-1	-61	-1	9	-10

Next compounds follow.
SMILES	Apaf-1 inh	SENP7 block	HKDC1 inhibitor	SENP6 inh	SENP8 block-1	SENP1 FRET inh	PfGluPho inh	SENP8 block-2
Cc1cccc(OCC(=O)NNC(=O)CCN2CCN(c3ccccc3)CC2)c1C	0	-4	-7	-2	2	2	6	7
CC(=O)c1cccc(NC(=O)CCC(=O)c2ccc(F)cc2)c1	17	6	-3	-11	10	-1	4	-2
COc1ccc(NC(=S)NC2CCCCCC2)c(OC)c1	1	8	-10	-2	14	1	-10	-1
O=C1OCCC1Sc1nc2cc(Cl)ccc2s1 (stereo not drawn)	1	-13	-4	-5	6	1	-17	-6
O=C(CN1C(=O)NC2(CCc3ccccc32)C1=O)c1ccc(F)c(F)c1 (stereo not drawn)	9	-14	4	-11	1	1	-3	-13
COCC(C)n1c(SCC(=O)Nc2nccs2)nc2ccccc2c1=O (stereo not drawn)	-2	8	1	2	10	0	-8	-4
CN(Cc1ccc(C(C)(C)C)cc1)C(=O)C1CSC2(C)CCC(=O)N12 (stereo not drawn)	22	5	2	-3	8	3	5	2
COc1ccc(C(C(=O)NC2CCCCC2)N(C(=O)CCl)c2ccc(C)cc2)cc1 (stereo not drawn)	-1	3	9	-3	18	1	-7	3
COc1ccc(-c2nnc(SC)o2)c(OC)c1	5	3	-9	-5	5	5	31	5
Cc1cccn2c(=O)nc(SCC(=O)NCc3ccc(F)cc3)nc12	-3	8	-2	-15	-204	3	7	-3
CCC1(c2ccc(OC)cc2)NC(=O)N(CC(=O)N2CCc3ccccc32)C1=O (stereo not drawn)	8	2	-10	6	-12	-2	8	1
CCN1CCN(c2cc(=O)n(-c3cc(Cl)ccc3C)c(=O)[nH]2)CC1	-11	-3	2	0	18	-51	-6	2
CCCN(CCC)C(=O)Cn1c(=O)n(CCCCCC(=O)Nc2ccccc2)c(=O)c2sccc21	13	-5	-12	-9	15	2	-2	-7
Cc1ccc(C(=O)COC(=O)CCC(=O)Nc2ccccc2Cl)cc1[N+](=O)[O-]	-3	10	-1	2	28	2	-16	6
CCN(C(=O)CN1C(=O)NC2(CCc3ccccc32)C1=O)C1CCCCC1 (stereo not drawn)	2	-6	-5	-9	7	1	-8	10
CCCCc1cc(=O)oc2c(C)c(OCc3nn[nH]n3)ccc12	7	-2	0	0	-89	1	-40	-7
O=C(NNC(=O)c1cccs1)c1ccco1	-2	-2	-5	-6	14	1	-12	0
COc1ccc(/C=N/n2c(COc3ccccc3)n[nH]c2=S)cc1OC	8	4	-5	-25	14	3	27	-7
CC12CCC(C(=O)Nc3ccc(Cl)cc3)([C@H](Br)C1=O)C2(C)C (stereo partly drawn)	-6	-7	-5	3	12	1	9	2
CCCCn1c(N)c(N(Cc2ccccc2OC)C(=O)C(C)C)c(=O)[nH]c1=O	-3	-8	-2	7	-8	0	-8	3
Cc1ccc(-c2nnn(CCC(=O)NC3CCCC3)n2)cc1	-14	0	-10	-22	-1	1	-13	-1
Cc1cc(NC(=O)CSc2nnc3c(C)cc4ccccc4n23)no1	3	-2	-3	-23	-24	2	0	12
COc1ccnc(NCc2cccnc2)c1C#N	-1	-3	-12	-23	-48	-1	1	-3
CC(=O)c1ccc(NC(=O)C2=CC(c3ccc4c(c3)OCO4)=NS(=O)(=O)N2C)cc1	9	0	10	-1	-26	11	-13	4
Cn1c(=O)c2c(nc(CN3CCCCC3)n2Cc2c(F)cccc2Cl)n(C)c1=O	5	8	3	-19	4	-3	4	-6
COCCn1c(SCC(=O)N2CCCc3ccccc32)nc2ccccc2c1=O	11	3	-3	2	8	-3	1	-3
Cc1cccc(OCC(=O)Nc2cc(NC(=O)COc3cccc(C)c3C)cc(C(=O)O)c2)c1C	24	2	6	2	16	0	-9	-4
CC(C)(C)C(=O)CN1C(=O)NC2(CCc3ccccc32)C1=O (stereo not drawn)	-9	-1	0	1	2	-1	-5	-1
O=C(NCCOc1ccccc1F)C1CC(=O)N(c2ccc3c(c2)OCCO3)C1 (stereo not drawn)	-2	5	-3	3	7	0	5	-8
C[C@H]1CN[C@H](CCO)/C1=C\c1ccccc1	nt	nt	-7	nt	10	1	11	nt
COc1cc(/C=N/NC(=O)c2cc(C3CC3)[nH]n2)ccc1O	6	-1	-6	-11	-94	0	15	-3
O=C(N/N=C/c1cn(-c2ccccc2)nc1-c1cccnc1)c1ccc(F)cc1	15	-3	5	-11	4	4	-12	-7
O=C(CSc1nnc(CN2CCOCC2)n1-c1ccccc1)N1CCc2ccccc21	0	-5	-4	-13	15	1	3	-3
CCCC(=O)C1=C(O)C(C(=O)OC)C(C)(C)CC1=Nc1ccncc1 (stereo not drawn)	-2	-1	4	-1	33	2	-22	-2
COC(=O)c1ccc(NC(=O)CSc2ccc(-c3ccccn3)nn2)cc1	-10	7	10	-7	-2	-4	12	-10
CS(=O)(=O)N1CCN(c2ccccc2NC(=O)c2ccc3c(c2)OCCO3)CC1	8	-5	-6	14	0	0	-11	1
CCn1c(SCC(=O)NNC(=O)c2ccc(C)cc2)nnc1C(C)C	3	8	3	-1	13	1	-40	5
COC(=O)C1C(=O)C2=C(CC1C)NC(C)=C(C(=O)OC1CCCC1)C2c1ccc(N(C)C)cc1 (stereo not drawn)	3	-3	-3	-11	-277	-31	4	-5
Cc1snnc1C(=O)NC(=S)Nc1ccccc1	-11	3	-2	-3	17	3	-5	6
CNc1c(NS(=O)(=O)c2ccc(OC)cc2)c(=O)oc2ccccc12	-1	6	5	16	4	-1	-17	9
Cc1cccc2cc(CNCC3CCCO3)c(Cl)nc12 (stereo not drawn)	2	1	-6	-11	3	-7	-3	2
Cc1ccc(NC(=O)CSc2ncnc3ccccc23)cc1S(=O)(=O)N1CCCCC1	8	7	-17	-12	-13	-12	5	-1
CCCCn1c(N)c(N(CC(C)C)C(=O)C(C)SCc2nc3sc(C)c(C)c3c(=O)[nH]2)c(=O)[nH]c1=O (stereo not drawn)	0	-7	0	-9	-34	16	5	-3
CCN(CCS(=O)(=O)c1ccc(Cl)cc1)C(=O)Nc1ccccc1	-10	0	0	-4	16	-1	0	-6
COc1ccc2[nH]c(C(=O)O)c(NC(=O)c3cc(OC)c(OC)c(OC)c3)c2c1	-3	-7	-4	17	3	0	-6	5
Cc1cccc(CN2C[C@]34CC[C@@H](C[C@@H]3S2(=O)=O)O4)c1	-5	1	-5	-1	7	0	-5	4
CCOCCCn1c(SCC(=O)Nc2ccc(NC(C)=O)cc2)nc2ccccc2c1=O	-20	4	6	15	16	2	-18	3
O=C(CCNC(=O)c1ccccc1Cl)Nc1nc(-c2ccc3ccccc3c2)cs1	13	2	0	5	-7	1	2	7

Source: PubChem BioAssay (Sanford-Burnham Center for Chemical Genomics)
